Bioassay records from PubChem BioAssay.
KOR beta-arrestin-1 = KOR agonists, beta-arrestin recruitment, primary screen, cell-based, luminescence, uHTS (AID 1777) | 0.02% of 280,000 active | activation, % at 10 µM, or EC50 in µM where a hit was titrated | KOR beta-arrestin recruitment, luminescence; higher % means a stronger effect; in the data active = activation above about 50%, passing the limit was not always enough; also: a part of the inactive calls stands beside numbers as strong as those of hits
T cell modulator = T cell immune modulation candidate; 0.068% of 330,000 active; 2C CD8+ T cell-vesicle binding, flow cytometry; active compounds read low; calls only at 7 µM;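 active = response, share of CD8 T cells binding vesicles, and their 90th percentile fluorescence all below set limits, cut at about 80% in these data, passing the limit was not always enough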
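incubation = binding step 1.5 h, 37 °C, antibody labelling 20 min, ice | test system = 2C mouse CD8+ T cells | read-out basis = percent CD8+ FL2 mean versus row control | controls = Peptide-free naked vesicles (low) and QL9 vesicles with 0.7% DMSO vehicle (high) | detection = flow cytometry of vesicle-bound cells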
Myeloid diff 2 = promotes myeloid progenitor differentiation; ER-HoxA9 myeloid progenitors, lysozyme-GFP differentiation, flow cytometry; calls only at 10 µM; 1% of 360,000 active; AID 624256;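 active = normalized GFP-positive differentiation at or above the plate's own cutoff, the solvent-only control mean plus 3 SD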;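 also: cells exposed to compound for four days before flow analysis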
GPR55 beta-arrestin = GPR55 agonists via beta-arrestin recruitment, primary screen, imaging, U2OS cells, beta-arrestin-GFP redistribution (AID 1961) | U2OS GPR55 beta-arrestin-GFP redistribution imaging; higher % means a stronger effect | one-dose activation, % at 10 µM; EC50 in µM for titrated hits | 0.048% of 290,000 active;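 active = activation above 40% with more than 50 cells counted in the well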;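 also: U2OS osteosarcoma cells stably expressing GPR55 and beta-arrestin-GFP; plate controls were DMSO negative control for no effect and LPI positive control for full effect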
GPR55 antagonists = GPR55 antagonists blocking LPI-driven arrestin recruitment, primary screen, imaging, U2OS, beta-arrestin-GFP, LPI agonist (AID 2013) | U2OS GPR55 beta-arrestin-GFP translocation imaging, LPI antagonism; higher % means a stronger effect | inhibition, % at 10 µM, or IC50 in µM where a hit was titrated | 0.13% of 290,000 active;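 active = spots per cell inhibited over 60%, with over 100 cells counted and total cytoplasm intensity under 500,000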;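 also: U2OS cells stably carrying GPR55 and arrestin-GFP stimulated by 5 µM LPI near EC80; imaged beta-arrestin-GFP aggregate spots per cell after agonist stimulation; plate controls were LPI-stimulated DMSO wells for no effect and DMSO wells without LPI for full effect; some results filed as inactive read as strong as hits; confirmed hits need IC50 under 10 µM and bright autofluorescent wells are also inconclusive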
NOD1 NF-kB reporter = inhibition of NOD1-driven NF-kB reporter – cell-based, luminescence, uHTS, primary screen (AID 1578). NOD1-driven NF-kB luciferase reporter cells, luminescence; higher % means a stronger effect. one-dose inhibition, % at 4 µM; EC50 in µM for titrated hits. 1% of 290,000 active; in the data active = inhibition mostly above about 36%, no sharp cut-off; inactive = mostly below about 34%;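 also: HEK-293T reporter cells stimulated with the NOD1 agonist gamma-tri-DAP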
NTR1 ag = agonists of NTR1, primary screen, imaging, U2OS cells, beta-arrestin-GFP, high content (AID 493036). NTR1-U2OS beta-arrestin-GFP spot imaging, agonist mode. activation, % at 20 µM. 0.17% of 330,000 active;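 active = activation at or above 40% of the spot to cytoplasm intensity ratio, with at least 20 cells analyzed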;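 also: 0% = DMSO without peptide and 100% = 100 nM NTR1 peptide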
Target sequence (P30989 whole entry, looked up): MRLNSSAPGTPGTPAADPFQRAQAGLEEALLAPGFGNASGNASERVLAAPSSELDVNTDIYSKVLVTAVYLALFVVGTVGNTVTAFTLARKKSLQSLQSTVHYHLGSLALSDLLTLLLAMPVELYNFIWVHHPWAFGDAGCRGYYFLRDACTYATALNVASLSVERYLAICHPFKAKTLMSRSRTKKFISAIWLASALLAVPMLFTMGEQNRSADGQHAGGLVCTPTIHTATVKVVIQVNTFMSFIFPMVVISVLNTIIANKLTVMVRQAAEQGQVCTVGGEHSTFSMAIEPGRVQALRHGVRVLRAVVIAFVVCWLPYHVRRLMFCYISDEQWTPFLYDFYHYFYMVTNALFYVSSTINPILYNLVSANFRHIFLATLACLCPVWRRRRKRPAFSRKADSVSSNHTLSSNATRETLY
KOR beta-arrestin-2 = KOR antagonists, beta-arrestin recruitment, cell-based, luminescence, uHTS (AID 1778); one-dose inhibition, % at 10 µM; IC50 in µM for titrated hits; KOR beta-arrestin recruitment, luminescence, antagonist mode; higher % means a stronger effect; 0.091% of 290,000 active; also: strong numbers were not always called active
HEK293 NOD2/NF-kB = NOD2 signaling inhibitors, cell-based, luminescence, uHTS, HEK293 (AID 1566) | HEK293 NOD2/NF-kB luciferase reporter, luminescence; higher % means a stronger effect | one-dose inhibition, % at 4 µM; EC50 in µM for titrated hits | 0.63% of 290,000 active; also: many of its hits are not listed in these tables
T cell modulator vesicle-bound % = second read-out of T cell modulator, no call of its own (marks repeat the call); double positive events, %; measured here: CD8+ vesicle-bound cell fraction;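 binding gate set so that unloaded-vesicle control wells show 10% double positive cells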
NTR1 ag cell count 20 µM = further read-out of NTR1 ag, marked with its call; cell count; measured here: cell count, cytotoxicity flag
Myeloid diff 2 GFP+ MAC1+ % = further read-out of Myeloid diff 2, marked with its call; GFP+ MAC1+ double positive, %; measured here: differentiation confirmed by MAC1 staining
Active calls of the source: *; [ ] = dose if it differs, or a comment. Rule as the data show it, unless noted: active = inhibition above about 50%; inactive = the rest. An excerpt, so the mix of outcomes need not match the whole.

Screening O=C(NCCCc1ccncc1)C1CCC(=O)N(Cc2cccc(C(F)(F)F)c2)C1 (stereo unspecified) returned KOR beta-arrestin-1 -5.4%, T cell modulator inactive, Myeloid diff 2 inactive, GPR55 beta-arrestin 0.2%, GPR55 antagonists -1%, NOD1 NF-kB reporter -23%, NTR1 ag -1.0, KOR beta-arrestin-2 14%, HEK293 NOD2/NF-kB 24%, T cell modulator vesicle-bound % 8, NTR1 ag cell count 20 µM 60 and Myeloid diff 2 GFP+ MAC1+ % 0.8.
COc1ccccc1Nc1nc(-c2sc(NC(=O)c3cccc(Cl)c3)nc2C)cs1 was read as KOR beta-arrestin-1 2.0%, T cell modulator inactive, GPR55 beta-arrestin 0.3%, GPR55 antagonists -3%, NOD1 NF-kB reporter -11%, NTR1 ag -2.0, KOR beta-arrestin-2 -15%, HEK293 NOD2/NF-kB -19%, T cell modulator vesicle-bound % 34 and NTR1 ag cell count 20 µM 60.
N#Cc1nc(-c2ccccc2)oc1NCCCn1ccnc1 was read as T cell modulator inactive, Myeloid diff 2 inactive, GPR55 beta-arrestin -0.1%, GPR55 antagonists -9%, NOD1 NF-kB reporter 4%, NTR1 ag 0.5, KOR beta-arrestin-2 -30%[20 µM], HEK293 NOD2/NF-kB -4%, T cell modulator vesicle-bound % 28, NTR1 ag cell count 20 µM 67 and Myeloid diff 2 GFP+ MAC1+ % 0.4.
Screening COc1ccc(S(=O)(=O)N/N=C(/C)c2ccco2)cc1 returned KOR beta-arrestin-1 -2.5%, T cell modulator inactive, Myeloid diff 2 inactive, GPR55 beta-arrestin 0.0%, GPR55 antagonists -22%, NOD1 NF-kB reporter -5%, NTR1 ag -0.7, KOR beta-arrestin-2 7%, HEK293 NOD2/NF-kB -6%, T cell modulator vesicle-bound % 38, NTR1 ag cell count 20 µM 66 and Myeloid diff 2 GFP+ MAC1+ % 1.1.
COc1cccc(-c2nc(N3CCC(C)CC3)c3ccccc3n2)c1O was read as KOR beta-arrestin-1 3.2%, T cell modulator inactive, Myeloid diff 2 inactive, GPR55 beta-arrestin 0.0%, GPR55 antagonists 6%, NOD1 NF-kB reporter -4%, NTR1 ag 18, KOR beta-arrestin-2 6%, HEK293 NOD2/NF-kB 28%, T cell modulator vesicle-bound % 47, NTR1 ag cell count 20 µM 53 and Myeloid diff 2 GFP+ MAC1+ % 1.8.
For COC(=O)c1sc(C(F)(F)F)c(-c2ccccc2)c1S(=O)(=O)NC(C)(C)C the results were KOR beta-arrestin-1 2.5%, T cell modulator inactive, Myeloid diff 2 inactive, GPR55 beta-arrestin 0.7%, GPR55 antagonists 5%, NOD1 NF-kB reporter -6%, NTR1 ag 4.2, KOR beta-arrestin-2 0%, HEK293 NOD2/NF-kB 19%, T cell modulator vesicle-bound % 38, NTR1 ag cell count 20 µM 43 and Myeloid diff 2 GFP+ MAC1+ % 0.9.
For COCCn1c(SCc2csc(-c3ccccc3)n2)nc2ccccc21 the results were KOR beta-arrestin-1 -6.4%, T cell modulator inactive, Myeloid diff 2 inactive, GPR55 beta-arrestin 0.0%, GPR55 antagonists -4%, NOD1 NF-kB reporter 10%, NTR1 ag 0.8, KOR beta-arrestin-2 -3%, HEK293 NOD2/NF-kB 27%, T cell modulator vesicle-bound % 46, NTR1 ag cell count 20 µM 82 and Myeloid diff 2 GFP+ MAC1+ % 2.1.
`COCCNC(=O)Cn1c(=O)n(Cc2ccc(C(=O)NCc3ccco3)cc2)c(=O)c2ccccc21` gave KOR beta-arrestin-1 -1.7%, T cell modulator inactive, Myeloid diff 2 inactive, GPR55 beta-arrestin -0.2%, GPR55 antagonists 17%, NOD1 NF-kB reporter 8%, NTR1 ag 0.7, KOR beta-arrestin-2 -11%, HEK293 NOD2/NF-kB 14%, T cell modulator vesicle-bound % 51, NTR1 ag cell count 20 µM 52 and Myeloid diff 2 GFP+ MAC1+ % 0.4.
Screening O=C(COc1ccc2ccccc2c1Br)Nc1ccncc1 returned KOR beta-arrestin-1 1.0%, T cell modulator inactive, Myeloid diff 2 inactive, GPR55 beta-arrestin -0.1%, GPR55 antagonists 23%, NOD1 NF-kB reporter 5%, NTR1 ag 2.9, KOR beta-arrestin-2 -44%, HEK293 NOD2/NF-kB 19%, T cell modulator vesicle-bound % 66, NTR1 ag cell count 20 µM 57 and Myeloid diff 2 GFP+ MAC1+ % 0.2.
Screening Cc1ccc(CC(NC(=O)c2ccccc2)C(=O)N2CCCC2C(=O)O)cc1 (stereo unspecified) returned KOR beta-arrestin-1 -1.6%, T cell modulator inactive, Myeloid diff 2 inactive, GPR55 beta-arrestin 0.0%, GPR55 antagonists 1%, NOD1 NF-kB reporter -16%, NTR1 ag -0.9, KOR beta-arrestin-2 30%, HEK293 NOD2/NF-kB -14%, T cell modulator vesicle-bound % 47, NTR1 ag cell count 20 µM 69 and Myeloid diff 2 GFP+ MAC1+ % 8.0.
CCOC(=O)c1csc(CCNC(=O)c2oc3c(Cl)cc(C)cc3c2C)n1 was read as KOR beta-arrestin-1 7.0%, T cell modulator inactive, Myeloid diff 2 inactive, GPR55 beta-arrestin -0.1%, GPR55 antagonists 9%, NOD1 NF-kB reporter -25%, NTR1 ag 4.2, KOR beta-arrestin-2 -48%, HEK293 NOD2/NF-kB -9%, T cell modulator vesicle-bound % 65, NTR1 ag cell count 20 µM 52 and Myeloid diff 2 GFP+ MAC1+ % 1.1.
For Cc1cccc(C)c1NC(=O)C(Cl)C(=O)c1ccccc1 (stereo unspecified) the results were KOR beta-arrestin-1 0.0%, T cell modulator inactive, Myeloid diff 2 inactive, GPR55 beta-arrestin -0.3%, GPR55 antagonists 2%, NOD1 NF-kB reporter -65%, NTR1 ag 33, KOR beta-arrestin-2 -84%, HEK293 NOD2/NF-kB -13%, T cell modulator vesicle-bound % 7, NTR1 ag cell count 20 µM 44 and Myeloid diff 2 GFP+ MAC1+ % 0.1.
For O=C(Nc1cccc(-c2nc3ncccc3o2)c1)c1ccccc1 the results were KOR beta-arrestin-1 0.9%, T cell modulator inactive, Myeloid diff 2 inactive, GPR55 beta-arrestin 0.0%, GPR55 antagonists 7%, NOD1 NF-kB reporter 8%, NTR1 ag 3.5, KOR beta-arrestin-2 -11%, HEK293 NOD2/NF-kB 6%, T cell modulator vesicle-bound % 4, NTR1 ag cell count 20 µM 42 and Myeloid diff 2 GFP+ MAC1+ % 0.0.
`Cc1cc2c(=O)n(CC(=O)NCC(=O)Nc3ccc(C(C)C)cc3)cnc2s1` gave KOR beta-arrestin-1 13%, T cell modulator inactive, Myeloid diff 2 inactive, GPR55 beta-arrestin 0.2%, GPR55 antagonists -6%, NOD1 NF-kB reporter -8%, NTR1 ag -0.6, KOR beta-arrestin-2 -38%, HEK293 NOD2/NF-kB 1%, T cell modulator vesicle-bound % 1, NTR1 ag cell count 20 µM 68 and Myeloid diff 2 GFP+ MAC1+ % 0.9.
Cc1cc(=O)[nH]c2c(N=Nc3ccc(O)cc3)c(N)nn12 was read as Myeloid diff 2 inactive, GPR55 beta-arrestin -0.1%, GPR55 antagonists 2%, NOD1 NF-kB reporter -26%, KOR beta-arrestin-2 10%[20 µM], HEK293 NOD2/NF-kB 12% and Myeloid diff 2 GFP+ MAC1+ % 0.2.
`COc1ccc(-c2oc3ccc(N4CCOCC4)cc3c2/C=C/c2ccc(OC)c(OC)c2)cc1` gave KOR beta-arrestin-1 0.3%, T cell modulator inactive, Myeloid diff 2 inactive, GPR55 beta-arrestin 0.2%, GPR55 antagonists -4%, NOD1 NF-kB reporter 18%, NTR1 ag 0.5, KOR beta-arrestin-2 -11%[20 µM], HEK293 NOD2/NF-kB 22%, T cell modulator vesicle-bound % 45, NTR1 ag cell count 20 µM 97 and Myeloid diff 2 GFP+ MAC1+ % 3.0.
Cc1ccnc(NC(=S)NC(=O)/C=C/c2ccc(Cl)cc2)c1 was read as KOR beta-arrestin-1 -3.4%, T cell modulator inactive, Myeloid diff 2 inactive, GPR55 beta-arrestin 0.5%, GPR55 antagonists 3%, NOD1 NF-kB reporter -23%, NTR1 ag 0.5, KOR beta-arrestin-2 -3%, HEK293 NOD2/NF-kB -6%, T cell modulator vesicle-bound % 46, NTR1 ag cell count 20 µM 43 and Myeloid diff 2 GFP+ MAC1+ % 0.2.
Screening COc1ccc(CN2CCN(C3CCSCC3)CC2CCO)c(C)c1C (stereo unspecified) returned T cell modulator inactive, Myeloid diff 2 inactive, GPR55 beta-arrestin -0.1%, GPR55 antagonists 8%, NOD1 NF-kB reporter -14%, NTR1 ag -0.7, KOR beta-arrestin-2 12%[20 µM], HEK293 NOD2/NF-kB 4%, T cell modulator vesicle-bound % 16, NTR1 ag cell count 20 µM 61 and Myeloid diff 2 GFP+ MAC1+ % 0.8.
Screening CCC(CC)NC(=O)COC(=O)c1cc(SC)ccc1Cl returned KOR beta-arrestin-1 4.1%, T cell modulator inactive, Myeloid diff 2 inactive, GPR55 beta-arrestin -0.2%, GPR55 antagonists -14%, NOD1 NF-kB reporter -11%, NTR1 ag -1.1, KOR beta-arrestin-2 -13%, HEK293 NOD2/NF-kB -5%, T cell modulator vesicle-bound % 62, NTR1 ag cell count 20 µM 42 and Myeloid diff 2 GFP+ MAC1+ % 0.0.
COc1ccccc1NC(=O)CNS(=O)(=O)c1ccccc1 was read as KOR beta-arrestin-1 -1.6%, T cell modulator inactive, Myeloid diff 2 inactive, GPR55 beta-arrestin 0.2%, GPR55 antagonists 12%, NOD1 NF-kB reporter 10%, NTR1 ag -0.8, KOR beta-arrestin-2 -38%, HEK293 NOD2/NF-kB -29%, T cell modulator vesicle-bound % 7, NTR1 ag cell count 20 µM 55 and Myeloid diff 2 GFP+ MAC1+ % 0.7.
`Cc1cc(Br)ccc1OCCNCc1ccccc1` gave KOR beta-arrestin-1 3.1%, T cell modulator inactive, Myeloid diff 2 inactive, GPR55 beta-arrestin 0.1%, GPR55 antagonists -3%, NOD1 NF-kB reporter -15%, NTR1 ag 2.0, KOR beta-arrestin-2 -36%, HEK293 NOD2/NF-kB -11%, T cell modulator vesicle-bound % 35, NTR1 ag cell count 20 µM 98 and Myeloid diff 2 GFP+ MAC1+ % 0.6.
